uPA generation = blocks generation of uPA at the cell surface. cell surface uPA generation assay, qHTS. actives 0.31% (n = 330,000). Potency, µM (highest dose often 38.3 µM), without a hit: top-dose activity change, negative = inhibition, actives largely listed as inhibitors. AID 540303; active means well fitted inhibition curve with a large enough effect; inconclusive means small, poorly fitted or top-dose-only effect; inactive means no such curve, though single readings can be large or run the other way; tested in mouse RAW 264.7 cells; further: potency means the concentration at half of the fitted maximal effect; on the % scale 0 is the no-effect control and ±100 the full control effect; nearly all actives have a fitted effect of over 55% in size
FBPA coupling cs = counter-screen for Giardia aldolase inhibitors: coupling enzyme system; AID 2472; actives 0.67% (n = 290,000); coupling enzyme system counterscreen, AmpLite Red fluorescence; activity change, negative = inhibition, % at 58.2 µM, hits read low; in the data active means activity change below about -30%; further: on the % scale 0 is the no-effect control and ±100 the full control effect
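Compounds tested against the coupling enzymes alone at 57.5 uM final; readout was AmpLite Red fluorescence (525/598 nm) after 20 min at RT.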
Giardia kill = Giardia lamblia killing | Giardia lamblia trophozoite viability | activity change, % at 7.66 µM, hits read low | actives 0.15% (n = 340,000); in the data active means activity change below about -80%; inconclusive means between about -30% and that limit;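 further: parasites exposed to compound for two days anaerobically before the ATP read; on the % scale 0 is the no-effect control and ±100 the full control effect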
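Luminescent ATP signal served as the viability read-out, measured 15-30 min after adding ATP detection reagent to trophozoites that had been incubated with compounds for 48 hrs at 37 deg C anaerobically at 100 cells/well.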
Rab9 promoter act = Rab9 promoter activation; Huh7 Rab9 promoter-luciferase reporter, luminescence, 24 h; Potency, µM (highest dose often 9.22 µM), for the others: at the highest dose activation, negative = inhibition, most hits filed as activators; actives 2.8% (n = 320,000); further: potency means the concentration at half of the fitted maximal effect; % of control where 0% means no effect; nearly all actives have a fitted effect of over 60% in size
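Measured in stably transfected Huh7 cells bearing a Rab9 promoter–luciferase construct: 24 h compound treatment at 37 °C, followed by luminescence detection.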
NPC1 prom act = activates the NPC1 promoter; Huh7 NPC1 promoter luciferase reporter, 24 h; Potency, µM (series often up to 9.22 µM), for inactives: at the highest dose activation, usual class: activators; actives 2.4% (n = 320,000);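 further: potency means the concentration at half of the fitted maximal effect; % of control where 0% means no effect; nearly all actives have a fitted effect of over 60% in size; reporter is driven by a mutant NPC1 promoter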
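Luminescence read-out of NPC1 promoter-driven luciferase in stably transfected Huh7 cells; compounds delivered in DMSO and left 24 h at 37C, 5% CO2, qHTS titration format.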
KCNH2 3.1 block = inhibitors of human KCNH2 3.1 potassium channel isoform; activity change, % (tested at about 1.8 µM); U2OS KCNH2 3.1, thallium flux FluxOr; stronger effect = lower value; actives 0.95% (n = 340,000);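 active means maximum activity change below -70%; inconclusive means maximum activity change from -70% to -50%; inactive means maximum activity change above -50%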;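 further: thallium influx rate constant from kinetic fluorescence after stimulation buffer; on the % scale 0 is the no-effect control and ±100 the full control effect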
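Normalized rate constant (relative to positive and negative DMSO controls) derived from a 2 min kinetic fluorescence read after stimulation; U2OS cells expressing the 3.1 isoform via virus at 1.77 x 10^8 /mL.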
Gal4-VP16 FLuc = Gal4-VP16 reporter inhibition counter-screen; Drosophila S2 Gal4-VP16 UAS-luciferase, luminescence, 20 h; Potency, µM (highest dose often 53.6 µM), without a hit: top-dose activity, negative = inhibition, usual class: inhibitors; actives 3.5% (n = 310,000);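 further: Gal4-VP16 expression switched on by copper sulfate through the metallothionein promoter; potency means the concentration at half of the fitted maximal effect; on the % scale 0 is the no-effect control and ±100 the full control effect; nearly all actives have a fitted effect of over 50% in size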
RORgamma inh = inhibitors of mouse ROR gamma transcriptional activity; P51450; Drosophila S2 Gal4-RORgamma UAS-luciferase reporter, 20 h; Potency, µM (series often up to 53.6 µM), for inactives: top-dose activity change, negative = inhibition, usual class: inhibitors; actives 5.4% (n = 310,000); further: potency means the concentration at half of the fitted maximal effect; on the % scale 0 is the no-effect control and ±100 the full control effect; nearly all actives have a fitted effect of over 60% in size
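Drosophila S2 cells stably expressing Gal4-DBD/mouse RORγ fusion under metallothionein promoter plus UAS-luciferase; compound 1 h, then 700 uM CuSO4 induction for 20 h at ambient temperature; inhibition read as reduced luminescence.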
Tb PFK inh = T. brucei PFK enzyme inhibition; T. brucei PFK, ADP-Glo luminescence; Potency, µM (doses to about 57.5 µM), for inactives: top-dose activity, negative = inhibition, usual class: inhibitors; actives 0.17% (n = 330,000); AID 485367;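 further: potency means the concentration at half of the fitted maximal effect; 0% = uninhibited 1x PFK enzyme wells and -100% = no-enzyme wells; nearly all actives have a fitted effect of over 60% in size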
Target sequence (O15648 whole entry, looked up): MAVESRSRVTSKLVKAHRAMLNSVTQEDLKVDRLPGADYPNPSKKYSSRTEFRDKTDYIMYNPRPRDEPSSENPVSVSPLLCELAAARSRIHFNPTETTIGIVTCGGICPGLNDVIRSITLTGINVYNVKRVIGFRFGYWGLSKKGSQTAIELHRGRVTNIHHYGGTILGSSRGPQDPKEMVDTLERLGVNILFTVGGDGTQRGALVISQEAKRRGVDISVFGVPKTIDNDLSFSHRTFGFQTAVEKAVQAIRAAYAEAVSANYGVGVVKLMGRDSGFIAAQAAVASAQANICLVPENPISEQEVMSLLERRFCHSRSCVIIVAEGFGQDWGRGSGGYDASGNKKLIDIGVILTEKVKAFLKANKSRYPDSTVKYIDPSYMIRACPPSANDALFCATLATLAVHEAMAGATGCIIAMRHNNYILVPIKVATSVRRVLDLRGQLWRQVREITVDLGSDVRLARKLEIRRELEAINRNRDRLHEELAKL
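1.25 nM PFK with 0.5 mM F6P and 0.1 mM ATP in 0.1 M TEA pH 8.0, 5 mM MgCl2, incubated 45 min at room temperature; ADP measured by ADP-Glo luminescence; compounds titrated up to 57 uM.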
FLuc modulator = counter-screen for miR-21 project: firefly luciferase inhibitors or activators | P08659 | purified FLuc, Km substrates, luminescence inhibition | Potency, µM (series often up to 57.5 µM), without a hit: at the highest dose activity change, negative = inhibition, actives largely listed as inhibitors | actives 6.9% (n = 360,000);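 further: potency means the concentration at half of the fitted maximal effect; plate controls were vehicle for no effect and reference inhibitor for full effect; nearly all actives have a fitted effect of over 55% in size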
Target sequence (P08659 whole entry, looked up): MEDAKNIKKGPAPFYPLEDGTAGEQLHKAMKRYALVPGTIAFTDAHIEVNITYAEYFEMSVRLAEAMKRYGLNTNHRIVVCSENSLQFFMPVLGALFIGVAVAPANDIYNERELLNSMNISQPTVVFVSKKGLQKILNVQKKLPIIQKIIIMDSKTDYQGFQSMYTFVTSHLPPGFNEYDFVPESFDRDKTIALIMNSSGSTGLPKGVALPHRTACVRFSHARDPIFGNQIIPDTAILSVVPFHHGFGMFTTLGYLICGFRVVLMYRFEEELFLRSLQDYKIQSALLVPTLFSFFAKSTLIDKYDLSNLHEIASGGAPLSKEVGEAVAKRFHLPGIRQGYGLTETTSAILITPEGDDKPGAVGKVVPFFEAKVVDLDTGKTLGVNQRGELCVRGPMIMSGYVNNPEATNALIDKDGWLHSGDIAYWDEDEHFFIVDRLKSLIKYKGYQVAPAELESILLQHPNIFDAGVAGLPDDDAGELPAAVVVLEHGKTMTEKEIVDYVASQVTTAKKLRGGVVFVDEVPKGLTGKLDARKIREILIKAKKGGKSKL
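Purified P. pyralis luciferase (10nM final) with 10uM D-luciferin and 10uM ATP (Km levels) in 50mM Tris acetate pH 7.5, 10mM Mg acetate, 0.01% Tween-20, 0.05% BSA; qHTS 6-point titration, ~60 µM downward; luminescence read.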
ELG1 genotox = genotoxicity induction in ELG1-luciferase HEK293T cells; Potency, µM (top dose mostly 46 µM), for inactives: top-dose activity change, positive = activation, usual class: activators; HEK293T ELG1-luciferase reporter, luminescence, 16 h; actives 1.3% (n = 330,000); AID 504466; further: potency means the concentration at half of the fitted maximal effect; % of control where 0% means no effect; nearly all actives have a fitted effect of over 60% in size
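HEK293T cells expressing luciferase-tagged ELG1 were exposed to compound or DMSO vehicle for 16 hr at 37 °C and 5% CO2. Luciferase activity was then measured with ONE-Glo after 30 min at room temperature.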
Starred values were filed as active, the others as inactive; ? = inconclusive; · = no result given; & = joins results of further samples; [ ] = remark or other dose. Unless noted, the call rests on the fitted dose curve; in most records, active means well fitted curve in the direction sought with a large enough effect; inconclusive means small, poorly fitted or top-dose-only effect, or another doubt; inactive means no such curve, though single readings can be large; an effect the other way counts as inactive or inconclusive.

Every second line gives: uPA generation	FBPA coupling cs	Giardia kill	Rab9 promoter act	NPC1 prom act	KCNH2 3.1 block	Gal4-VP16 FLuc	RORgamma inh	Tb PFK inh	FLuc modulator	ELG1 genotox
- CCCN=C1N(CC)C[C@@H]2[C@@H]3C(=O)N(C)C(=O)[C@@H]3[C@](Cc3ccccc3)(C(=O)OC)N12
  12%	·	0	·	·	-15	·	·	-9%	·	10%
- O=C(CSC1=Nc2ccccc2C2CC=NN12)Nc1ccc2c(c1)OCO2 (stereo unspecified)
  -8%	-1	1	-8%	-2%	2	4%	-37%	-15%	?	0%
- Cc1ccnc(NC(=O)c2ccc(Cl)s2)c1
  ?	-2	-15	1.6µM*	3.2µM*	18	?	-31%	-1%	7.6µM*	?
- Cc1oc2c(c1C(=O)c1ccc(Cl)cc1)C(=O)C(=O)c1ccccc1-2
  6%	-79*	9	5%	-4%	-10	6.3µM*	5.6µM*	2%	-5%	-5%
- COc1ccc(C(=O)N2CCC(=O)N(C(CO)Cc3ccccc3)CC2)cc1 (stereo unspecified)
  7%	3	23	-2%	-2%	-8	-3%	0%	1%	1%	3%
- COc1cc(CN(C)CC2CCCN(CCc3ccccc3F)C2)cc(Cl)c1OC (stereo unspecified)
  -6%	5	14	-6%	-6%	-24	-8%	-21%	-2%	-2%	-5%
- Cc1ccc(OCCNC(=O)c2cc(-n3cnnc3)ccc2Cl)cc1C
  3%	·	9	-5%	1%	2	5%	7%	-1%	0%	-2%
- COc1ccccc1NC(=O)CN1CCN(c2ccc(Cl)cc2)CC1
  -5%	0	-8	-1%	0%	-5	0%	-3%	-1%	-1%	-4%
- Cn1cc(NC(=O)c2cc(NC(=O)c3cc(NC=O)cn3C)cn2C)cc1C(=O)NCCC(=N)N
  ·	-16	·	0%	-3%	·	3%&-2%	-7%&-1%	-5%	?	-3%
- CCOC(=O)Cc1cc(=O)n2[nH]c(-c3ccccc3)cc2n1
  5%	2	-9	12%	1%	5	-8%	-23%	-3%	?	5%
- CCCOc1ccc(N2C(=O)CC(N(Cc3ccco3)C(=O)CCC(=O)O)C2=O)cc1 (stereo unspecified)
  9%	4	-19	9%	1%	-14	12%	-2%	9%	4%	-2%
- Oc1c(Cl)cc(CN2CCCCC2)c2cccnc12
  ·	-16	·	-23%[1.84 µM]	-47%[inhibitor]	·	3.5µM*	4.5µM*	-21%	-3%	16%
- COc1cc(NC(=O)C/C(C)=N/NC(=O)Cc2ccccc2)c(OC)cc1Cl
  -4%	1	2	-6%	0%	1	?	?	12%	-1%	1%
- Cc1ccc(OCC2Cn3c(nc4c3c(=O)[nH]c(=O)n4C)O2)cc1 (stereo unspecified)
  ·	2	0	-10%	-2%	·	-8%	-16%	0%	5%	-1%
- O=C(NCc1ccc2c(c1)OCO2)c1ccc(CS(=O)(=O)Cc2cccc(Cl)c2)o1
  4%	0	19	-7%	-4%	-10	1%	45%	-19%	0%	-4%
- O=C(Nc1ccc(C(=O)OC2CCCCC2)cc1)c1ccncc1
  -3%	-1	12	-5%	-2%	21	-24%	?	-1%	?	13%
- COc1ccccc1C1(O)C(=O)Nc2ccc(C)cc21 (stereo unspecified)
  7%	0	-6	-5%[1.84 µM]	-5%	-6	-1%	16%	6%	1%	-1%
- Cc1c(C)c(C)c(S(=O)(=O)NCCc2ccncc2)c(C)c1C
  3%	5	3	-2%	-2%	1	-8%	14%	-5%	0%	-5%
- Cc1ccc(NC(=O)CN2CCCCCC2)c(Br)c1
  4%	-2	-30	4µM*	4µM*	-4	22%	11%	-3%	12µM*	?
- CC1CCN(C(=O)c2cc(Cl)nc3ccccc23)CC1
  -2%	2	?	-4%	2%	-14	-7%	0%	1%	-2%	0%
- CCN(C(=O)c1ccc(=O)[nH]c1)c1c(N)n(Cc2ccccc2)c(=O)[nH]c1=O
  9%	·	-3	-4%	-5%	-5	·	·	4%	6%	-2%
- N#CCCn1cnc2ccccc21
  2%	2	2	1%	-3%	14	3%	2%	0%	1%	-2%
- Cc1cccn2c(=O)c(/C=C(\C#N)S(=O)(=O)c3ccc(Cl)cc3)c(N3CCC(C(N)=O)CC3)nc12
  -9%	-4	15	-5%	-1%	-28	2%	-20%	0%	0%	7%
- COc1ccccc1-c1cc(-c2ccc(C)cc2)nc(SCc2nnc(-c3ccccc3)o2)c1C#N
  2%	1	-1	-10%	-1%	-2	0%	10%	0%	-1%	-1%
- CCN(CC)CCN(C(=O)Cn1nnc(-c2ccc(OC)c(OC)c2)n1)C(C(=O)NC1CCCC1)c1ccc(F)cc1 (stereo unspecified)
  3%	4	3	-7%	-2%	?	-1%	-13%	-1%	10%	?
- COc1ccc(C2=Nn3c(nnc3-c3cccnc3)SC2)cc1
  -7%	3	-4	2%	-6%	-4	-2%	39%	-3%	16%	1%
- CCOC(=O)c1oc2nc(C)c3c(c2c1N)CC(C)(C)OC3
  1%	2	1	-2%	-1%	16	-6%	-7%	1%	-1%	-1%
- COc1cc(/C=C/C(=O)N2CCCN(C(=O)/C=C/c3cc(OC)c(OC)c(OC)c3)CC2)cc(OC)c1OC
  10%	-1	-1	-5%	-7%	-9	25%	-7%	1%	-2%	13%
- Cc1nc(NS(=O)(=O)c2ccccc2)sc1NC(=O)OCCN(C)C
  2%	-1	28	3%	-4%	3	-15%	-3%	-9%	6%	0%
- COC(=O)C1=C(C)OC(N)=C(C#N)C1c1ccco1 (stereo unspecified)
  -1%	0	8	0%	-3%	-6	-1%	-15%	0%	-1%	3%
- COc1ccc(Oc2ccc(C(F)(F)F)cc2NC(=O)c2ccc(F)cc2)cc1
  10%	-3	-9	-7%	0%	-16	3%	0%	2%	5%	-3%
- O=C(O)c1ccc2c(c1)C(=O)N([C@H](Cc1ccc(O)cc1)C(=O)O)C2=O
  ·	7	·	-3%	-1%	·	-6%	-7%	9%	4%	·
- CC(C)C(=O)Nc1cccc(C(=O)Nc2nccs2)c1
  3%	6	10	-3%	-3%	-2	-1%	-6%	2%	?	-3%
- Cc1ccc(S(=O)(=O)Nc2ccc(S(=O)(=O)N3CCOCC3)cc2)cc1[N+](=O)[O-]
  0%	3	1	0%	-4%	12	-4%	-25%	4%	2%	0%
- COc1ccccc1N(C(=O)CNC(=O)c1ccco1)C(C(=O)NCC1CCCO1)c1ccccc1 (stereo unspecified)
  -4%	-1	-15	0%	-8%	-8	-5%	-2%	3%	0%	-3%
- O=C(COC(=O)c1cccc(S(=O)(=O)N2CCN(c3ccccc3)CC2)c1)NCC1CCCO1 (stereo unspecified)
  -1%	1	-11	-6%	1%	-11	0%	9%	4%	-2%	-2%
- CCCn1c(N)c(C(=O)CSc2nc3ccccc3c(=O)n2Cc2ccccc2)c(=O)[nH]c1=O
  -1%	3	-16	-6%	0%	5	?	5µM*	9%	-9%	1%

In another format: four of the compounds above
Molecule | uPA generation | FBPA coupling cs | Giardia kill | Rab9 promoter act | NPC1 prom act | KCNH2 3.1 block | Gal4-VP16 FLuc | RORgamma inh | Tb PFK inh | FLuc modulator | ELG1 genotox
CC1CCN(C(=O)c2cc(Cl)nc3ccccc23)CC1 | -2% | 2 | ? | -4% | 2% | -14 | -7% | 0% | 1% | -2% | 0%
CCN(C(=O)c1ccc(=O)[nH]c1)c1c(N)n(Cc2ccccc2)c(=O)[nH]c1=O | 9% | · | -3 | -4% | -5% | -5 | · | · | 4% | 6% | -2%
N#CCCn1cnc2ccccc21 | 2% | 2 | 2 | 1% | -3% | 14 | 3% | 2% | 0% | 1% | -2%
Cc1cccn2c(=O)c(/C=C(\C#N)S(=O)(=O)c3ccc(Cl)cc3)c(N3CCC(C(N)=O)CC3)nc12 | -9% | -4 | 15 | -5% | -1% | -28 | 2% | -20% | 0% | 0% | 7%

Screening data from PubChem BioAssay.
